Assay outcomes from PubChem BioAssay.
Siah-1 displacement – Siah-1 peptide-binding antagonists, primary screen, biochemical, fluorescence polarization, rhodamine-plectin, uHTS (AID 1817); hit rate 0.02% among 290,000; Siah-1 / rhodamine-plectin peptide fluorescence polarization; higher % means a stronger effect; displacement, % at 20 µM; hits with a dose series show IC50 in µM;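 active = displacement of at least 50% at 20 µM, with a fluorescence ratio check between 0.3 and a set limit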;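 also: plate controls were Siah plus tracer with DMSO for no effect and tracer alone without Siah for full effect; strong numbers were not always called active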
Myeloid diff 2 – compounds promoting myeloid differentiation; calls only at 10 µM; AID 624256; ER-HoxA9 myeloid progenitors, lysozyme-GFP differentiation, flow cytometry; hit rate 1% among 360,000;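 active = normalized GFP-positive differentiation at or above the plate's own cutoff, the solvent-only control mean plus 3 SD; inconclusive = no clear call, values can overlap the other calls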;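 also: cells exposed to compound for four days before flow analysis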
LYP phosphatase – inhibitors of LYP phosphatase, biochemical, fluorescence intensity, uHTS (AID 1779). recombinant LYP phosphatase, fluorescence intensity; higher % means a stronger effect. inhibition, % at 11.5 µM, or IC50 in µM where a hit was titrated. hit rate 0.054% among 290,000;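 also: plate controls were vehicle with enzyme for no effect and no enzyme for full effect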
Dengue-2 NS5 capping – flavivirus cap methylation enzyme inhibition – biochemical, confirmation dose response, primary screen (AID 588689) | Dengue-2 NS5 methyltransferase capping enzyme assay, biochemical; higher % means a stronger effect | inhibition, % at 25 µM, or IC50 in µM where a hit was titrated | hit rate 0.3% among 340,000; in the data active = a potency from the dose series; inconclusive = inhibition above about 29% without an active follow-up result
HIV fusion peptide – cell-free HIV fusion peptide-binding blockers – biochemical, uHTS, fluorescence dequenching, primary screen (AID 1986). cell-free peptide binding, fluorescence dequenching, 30 min; higher % means a stronger effect. inhibition, % at 20 µM; hits with a dose series show IC50 in µM. hit rate 0.3% among 290,000; in the data active = inhibition mostly above about 52%, no sharp cut-off; inactive = mostly below about 76%; also: some results filed as inactive read as strong as hits
AID2073 – disruptors of CaV2.2 binding to Mint1 – biochemical, HTRF (AID 2073). hit rate 0.19% among 290,000. inhibition, % at 20 µM; hits with a dose series show IC50 in µM. HTRF protein-protein interaction, Mint1-CaV2.2; higher % means a stronger effect; in the data active = inhibition mostly above about 51%, no sharp cut-off; inconclusive = no clear call, values can overlap the other calls; inactive = mostly below about 53%; also: some results filed as inactive read as strong as hits
XIAP displacement – XIAP antagonists, biochemical, IAP family, fluorescence polarization (AID 1018) | XIAP BIR domain, fluorescence polarization peptide displacement; higher % means a stronger effect | displacement, % at 20 µM, or IC50 in µM where a hit was titrated | hit rate 0.007% among 200,000; in the data active = displacement above about 50%; also: a part of the inactive calls stands beside numbers as strong as those of hits
Hep lipid drop – hepatic lipid droplet formation modulation; AML12 mouse hepatocytes, oleate lipid droplets, BODIPY imaging; inhibition, % at 6.5 µM; hit rate 0.4% among 240,000;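 active = lipid droplet intensity inhibited by at least 50%, with more than 500 cells counted; inconclusive = wells with under 300 cells, treated as cytotoxic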
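Assay system: AML12 mouse liver cells | Compound: 6.5 µM single-point dosing | Schedule: Overnight exposure | Technique: Fluorescence imaging, 20x objective, two fields per well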
NOD2 inhibition – NOD2 signaling inhibitors, cell-based, luminescence, uHTS, HEK293 (AID 1566) | inhibition, % at 4 µM, or EC50 in µM where a hit was titrated | hit rate 0.63% among 290,000 | HEK293 NOD2/NF-kB luciferase reporter, luminescence; higher % means a stronger effect; also: many of its hits are not listed in these tables
Hep lipid drop cells 6.5 µM – further read-out of Hep lipid drop, marked with its call; cell count; measured here: cell count, cytotoxicity flag;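 cells counted across two imaged fields per well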
Myeloid diff 2 GFP+ MAC1+ % – second read-out of Myeloid diff 2, no call of its own (marks repeat the call); GFP+ MAC1+ double positive, %; measured here: differentiation confirmed by MAC1 staining
The depositor's hits bear a star; i = inactive; ? = inconclusive; · = no result given; + = active, no number. Rule as the data show it, unless noted: active = inhibition above about 50%; inactive = the rest.

Results follow in this order: Siah-1 displacement, Myeloid diff 2, Myeloid diff 2 GFP+ MAC1+ %, LYP phosphatase, Dengue-2 NS5 capping, HIV fusion peptide, AID2073, XIAP displacement, Hep lipid drop, Hep lipid drop cells 6.5 µM, NOD2 inhibition
- Cc1ccc(-c2ccc(=O)n(CC(=O)NCCN3C(C)CCCC3C)n2)cc1 (configuration not stated)
 : -1%, i, 1.6, -5%, -8%, 2.9%, 15%, -4.2%, ·, ·, 7%
- CN(c1cccc(NS(=O)(=O)c2ccccc2)c1)S(C)(=O)=O
 : -4%, i, 0.3, -8%, -9%, -1.0%, -3%, -4.5%, -5, 720, 21%
- CC(=O)Nc1ccc(/C=N/NC(=O)c2cc3cc(C)ccc3nc2C)cc1
 : -2%, i, 0.9, -4%, 1%, -0.9%, 6%, -6.6%, -1, 849, 5%
- Cc1cc2cc3c(cc2nc1SCC(=O)N1c2ccccc2CC1C)OCO3 (configuration not stated)
 : -3%, i, 0.7, -2%, -2%, -2.4%, 40%, -6.1%, -48, 709, 1%
- CC(C)(C)c1nnc(NC(=O)CS(=O)(=O)Cc2ccccc2)s1
 : -3%, i, 0.3, -12%, 1%, 1.0%, -3%, -0.6%, 1, 701, 10%
- CCc1ccc2c(c1)C1(NN=C(c3ccccc3)S1)C(=O)N2 (configuration not stated)
 : -12%, i, 0.5, -2%, 56%, 16%, -11%, -3.8%, -8, 666, 17%
- Cn1c(=O)c(C(=O)NNC(=O)c2ccccc2F)c(O)c2ccccc21
 : 4%, +, 24*, -8%, -6%, -1.4%, -5%, ·, 1, 492, 9%
- CN1CCN(c2ccccc2NC(=O)c2cccc(OCc3ccccc3)c2)CC1
 : -2%, i, 7.4, -15%, -4%, 0.1%, 19%, -3.5%, -20, 661, 15%
- COC(=O)c1ccccc1NC(=O)Nc1cc(C)ccn1
 : -5%, i, 0.1, -9%, 5%, -1.7%, 1%, -3.5%, 2, 647, -2%
- Cc1ccc(S(=O)(=O)NCC(=O)Nc2cccc([N+](=O)[O-])c2)cc1
 : 6%, i, 0.3, -5%, -2%, -0.5%, 1%, -2.7%, -10, 729, 6%
- COc1ccc(/C=N/NC(=O)C2CC2)c(OC)c1OC
 : 4%, i, 3.5, 0%, -8%, 0.3%, 2%, ·, 1, 853, -9%
- COC(=O)c1[nH]c2ccccc2c1NC(=O)c1ccccc1F
 : 13%, i, 1.1, -6%, ·, 0.1%, 0%, ·, 1, 718, 22%
- COc1ccc(OC)c(N(CC(=O)Nc2ccc(NC(C)=O)cc2)S(C)(=O)=O)c1
 : -1%, i, 7.0, -5%, -1%, -2.5%, -2%, -12%, 1, 673, 1%
- Cc1cccc(-c2ncc(S(=O)(=O)C(C)(C)C)c(N)n2)c1
 : 1%, i, 0.2, 1%, 4%, -2.6%, 1%, ·, 16, 742, 16%
- OC(CNc1ccccc1)Cn1ccc2ccccc21 (configuration not stated)
 : 8%, i, 1.1, -4%, -4%, 0.9%, -1%, -0.6%, -1, 689, -2%
- Cc1c(CCOC(=O)CC23CC4CC(CC(C4)C2)C3)sc[n+]1CC(=O)c1ccccc1
 : 0%, i, 0.1, 1%, 0%, -0.5%, 3%, -4.1%, 8, 637, 13%
- CSc1nc2nccc(-c3ccc(-c4ccccc4)cc3)n2n1
 : -6%, i, 0.5, -7%, -18%, -3.9%, 10%, -4.6%, 16, 788, 7%
- COc1ccc2nc(NC(=O)CS(=O)(=O)c3ccc(C)cc3)sc2c1
 : 0%, i, 0.3, -7%, -12%, 0.4%, 2%, ·, -4, 762, 7%
- CCCCNC(=O)c1c(O)c2cccc3c2n(c1=O)CCC3
 : 6%, i, 0.4, 5%, -1%, -0.8%, 10%, -1.9%, 12, 657, 15%
- CCCNC(=O)c1onc(CSc2ccc(F)cc2)c1C(=O)NCCC
 : 9%, i, 2.1, -4%, 2%, -0.6%, 2%, ·, ·, ·, 17%
- O=C(C1CCCO1)N1CCN(C(=S)Nc2ccc(Cl)cc2)CC1 (configuration not stated)
 : -2%, i, 0.5, -7%, -6%, -3.4%, -38%, 3.5%, -5, 539, 4%
- O=C1NCCN(Cc2ccoc2)C1CC(=O)N(Cc1ccccc1)CC1CCC1 (configuration not stated)
 : -2%, i, 0.3, -8%, 2%, -0.6%, -25%, -13%, -25, 742, 14%
- c1ccc(-c2ncc(CN3CCN(c4ccccn4)CC3)[nH]2)cc1
 : 4%, i, 0.4, -7%, 4%, -2.0%, 2%, ·, -5, 679, 11%
- CCN(CC)S(=O)(=O)c1ccc(OC)c(NC(=O)C(Cc2ccccc2)N2C(=O)c3ccccc3C2=O)c1 (configuration not stated)
 : 7%, ·, ·, 4%, ·, -1.6%, 13%, -4.2%, 2, 636, 7%
- CCc1nnc(NC(=O)c2ccc(S(=O)(=O)N(CCOC)CCOC)cc2)s1
 : 0%, i, 1.8, -3%, -6%, 2.2%, 0%, 0.2%, ·, ·, 0%
- Cc1ccc2c(c1)N(CC(=O)N1CCCCC1)C(=O)CO2
 : -2%, i, 0.7, -1%, -5%, 0.4%, 0%, ·, 0, 839, 5%
- Cn1c(SCC(=O)N2c3ccccc3CCc3ccccc32)nnc1-c1ccc(O)cc1
 : -4%, i, 0.8, -11%, 1%, -3.2%, 3%, -3.4%, -18, 625, 3%
- O=C(O)c1ccc(COc2ccc3c4c(c(=O)oc3c2)CCC4)o1
 : 2%, i, 0.3, -5%, -1%, 2.5%, 3%, -3.6%, ·, ·, -72%
- COc1ccc2ccccc2c1CN1CCSCC1
 : 5%, i, 0.6, 0%, 2%, 0.2%, 2%, ·, -2, 837, -4%
- COc1ccc(C2NCCc3cc(OC)c(OC)cc32)cc1OC (configuration not stated)
 : -2%, i, 0.4, -2%, -10%, -1.6%, ?, -3.8%, ·, ·, 3%
- Cc1ccc(-n2nc(-c3ccccc3)cc2Nc2ccccc2N)cc1
 : 0%, i, 0.6, 7%, -5%, -1.8%, -16%, -16%, -2, 578, 3%
- CC(=O)c1ccc(S(=O)(=O)Nc2cc3c(cc2C(C)=O)OCO3)cc1
 : 1%, i, 0.1, -2%, 1%, -2.0%, 12%, -2.5%, 8, 684, 7%
- CN(Cc1nccn1C)C(=O)C1CCC(=O)N(Cc2cccc(C(F)(F)F)c2)C1 (configuration not stated)
 : 6%, i, 1.0, -9%, -6%, 2.7%, 8%, ·, 6, 743, 13%
- N#Cc1cccc(NC(=S)Nc2ccccc2)c1
 : -2%, i, 0.3, -4%, 8%, -3.7%, -9%, -16%, 15, 732, 13%
- O=C(NC1CCN(S(=O)(=O)c2cccc([N+](=O)[O-])c2)CC1)C1CCCCC1
 : 3%, i, 0.7, 1%, -2%, 12%, 0%, ·, 14, 770, -11%
- Cc1cc(C)c(NC(=S)N(CCCN2CCN(C)CC2)Cc2cccs2)c(C)c1
 : -2%, i, 0.1, -1%, -5%, 0.6%, 1%, -4.5%, 10, 700, -1%
- O=C(N/C(=C/c1cccnc1)C(=O)N1CCCCCC1)c1ccccc1
 : -2%, i, 0.7, -7%, -2%, -1.5%, 2%, ·, -3, 834, 1%
- COc1cc2c(cc1OC)CN(S(=O)(=O)c1cccs1)CC2
 : 1%, i, 0.4, 0%, -3%, -3.0%, -1%, -1.9%, 18, 734, 12%
- COc1cccc(OCC(O)CO)c1 (configuration not stated)
 : 0%, i, 0.7, -3%, -2%, 0.3%, 3%, -2.0%, -1, 772, -1%
- COCCNC(=O)CSc1nc(-c2ccc(OC)c(OC)c2)cc(C(F)(F)F)n1
 : 6%, i, 1.1, 1%, 7%, -1.4%, 5%, -1.6%, -13, 681, -6%
- COc1ccc(C(=O)N2CCN(C)C(C)C2)cc1OC1CCN(C(C)=O)CC1 (configuration not stated)
 : 16%, i, 0.9, -7%, -1%, -0.5%, 17%, ·, -6, 704, -1%
- C=CCn1c(=O)[nH]c2cc(C(=O)N3CCN(c4ccc(C(C)=O)cc4)CC3)ccc2c1=O
 : 26%, i, 0.4, 6%, -1%, -2.4%, 22%, -20%, -3, 779, 3%
- CC(NC(=O)CCCC1CCCCC1)c1ccc(S(N)(=O)=O)cc1 (configuration not stated)
 : 7%, i, 0.5, -4%, -4%, 4.6%, -1%, ·, 11, 816, -1%
- COc1cc(/C=N/Nc2ccc(Cl)c(C(=O)O)c2)ccc1OC(=O)c1ccco1
 : -9%, i, 0.7, 1%, 14%, 20%, -7%, -5.6%, -14, 705, -7%
- c1ccc(-n2ncc3c(NC4CCCCCC4)ncnc32)cc1
 : 4%, i, 0.7, -2%, -2%, -0.4%, -4%, ·, 2, 686, -130%
- CCCC(=O)N=C1SC2CS(=O)(=O)CC2N1c1ccc(-c2nc3ccc(C)cc3s2)cc1 (configuration not stated)
 : 6%, i, 0.7, -3%, 3%, -0.9%, 9%, -0.6%, 6, 640, -72%
- N#Cc1c(-c2ccc(F)cc2)cc(-c2cccnc2)nc1N
 : 3%, i, 0.3, -7%, 1%, 3.1%, 10%, -3.1%, 4, 642, -12%
- O=C1S/C(=C\c2cccs2)C(=O)N1c1ccc(O)cc1
 : -2%, i, 0.8, -11%, 3%, -2.7%, 5%, ·, -4, 822, -24%
- Cc1cc(C)cc(NC(=O)CSc2nnnn2-c2cccnc2)c1
 : 13%, ·, ·, -11%, -1%, 1.4%, 1%, ·, 26, 811, 1%
- O=C(CSc1nc2cc(C(=O)O)ccc2c(=O)n1-c1ccc(F)cc1)Nc1ccc(F)c(F)c1F
 : -1%, i, 0.5, -6%, -1%, 0.3%, 13%, ·, ·, ·, -14%
- CN(C)c1ccc(C(CN)c2c[nH]c3ccccc23)cc1 (configuration not stated)
 : -8%, i, 1.0, -8%, -4%, -2.0%, 0%, -1.5%, 3, 725, 4%
- Cc1ccc(Cl)cc1NC(=S)NN
 : -5%, i, 0.1, -4%, ·, -2.4%, -31%, ·, -6, 726, 0%
- Cc1noc(C)c1NC(=O)NC(c1ccccc1)c1ccccc1
 : -4%, i, 1.3, -6%, -5%, 0.7%, -2%, ·, 1, 743, 12%
- O=C(NC1CC1)c1ccc(-n2cccc2)cc1
 : 0%, i, 0.6, -24%, -2%, 0.8%, 14%, 1.7%, 18, 741, -24%
- O=[N+]([O-])c1ccc(N2CCCCC2)nc1N1CCCCC1
 : -2%, i, 1.0, 6%, 8%, -2.1%, -4%, ·, 8, 709, 8%
- COc1ccccc1CCNC(=O)CNC(=O)c1ccc2ccccc2c1
 : 6%, i, 0.6, -7%, 7%, 1.0%, -3%, ·, -22, 863, 12%
- CCc1ccc(-c2cn3c(n2)SCC3)cc1
 : 3%, i, 0.6, -8%, 4%, -1.6%, -6%, 0.9%, 2, 738, -114%
- COc1cccc(N(Cc2nnc3n2CCCCC3)C(=O)Nc2ccccc2)c1
 : 2%, i, 0.3, -5%, -2%, -1.2%, 10%, -3.6%, 17, 667, 24%
- Cc1oc(-c2ccc(Cl)cc2)nc1CS(=O)CC(=O)NC(C)c1ccccc1 (configuration not stated)
 : 9%, i, 4.3, -4%, -7%, -0.3%, 9%, ·, -8, 730, 3%
- CCCn1nnnc1NC(=O)c1cccs1
 : 4%, i, 1.0, -2%, -4%, 1.0%, -10%, -2.6%, ·, ·, 22%

Not all compounds are listed. The share of hits here may be higher or lower than overall.
